# XIAP displacement – XIAP antagonists, biochemical, IAP family, fluorescence polarization (AID 1018); XIAP BIR domain, fluorescence polarization peptide displacement; higher % means a stronger effect; displacement, % at 20 µM; hits with a dose series show IC50 in µM; hit rate 0.007% among 200,000; in the data active = displacement above about 50%; also: a part of the inactive calls stands beside numbers as strong as those of hits
# West Nile antiviral – inhibition of WNV-induced cytopathic effect – cell-based, CPE readout (AID 1621). West Nile virus-infected cells, CPE inhibition; higher % means a stronger effect. CPE inhibition, % at 10 µM; hits with a dose series show IC50 in µM. hit rate 0.02% among 290,000; in the data active = a potency from the dose series; inconclusive = CPE inhibition mostly from about 3.7% at the one dose, without a potency; inactive = the rest, 99 in 100 with CPE inhibition below about 2.2%; also: strong numbers were not always called active
# M1AAP inhibition – malaria alanyl aminopeptidase activity blockers – biochemical, fluorogenic H-Leu-NHMec substrate, 1536-well (AID 1445); recombinant M1AAP, H-Leu-NHMec fluorogenic kinetic assay; higher % means a stronger effect; one-dose inhibition, % at 30 µM; IC50 in µM for titrated hits; hit rate 0.42% among 220,000;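 active = primary inhibition above the hit cutoff, then over 50% inhibition at one or more dose response concentrations, cut at about 23% in these data, passing the limit was not always enough; inconclusive = conflicting primary data, or primary hits not chosen for dose response; inactive = low primary inhibition, or under 50% at every dose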;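 also: plate controls were DMSO full reaction for no effect and no enzyme background for full effect; strong numbers were not always called active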
# Yfh1-off respiration – mitochondrial function rescue without frataxin homolog – Friedreich's ataxia, plus single-dose screen, dose response (AID 1465). fold induction at 50 µM, or EC50 in µM where a hit was titrated. hit rate 0.074% among 220,000. S. cerevisiae Yfh1-off respiration, WST-1 reduction, 72 h; higher fold induction means a stronger effect;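 active = fold induction of absorbance versus untreated yeast above a set limit, then at least 30% activation at any dose in follow-up; inconclusive = repeats straddling the limit, or above it without dose testing; inactive = fold induction below the set limit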;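 also: activators that raise dye reduction in frataxin-depleted yeast; strong numbers were not always called active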
# CSM14.1 death rescue – rescue of cells from ER stress-induced death, primary screen, 384-well, CSM14.1, thapsigargin, ATP luminescence (AID 1222); CSM14.1 thapsigargin-induced death rescue, ATP luminescence; higher % means a stronger effect; cellular ATP content (survival), % at 20 µM, or EC50 in µM where a hit was titrated; 190,000 tested, under 10 active;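 active = EC50 below 50 µM in the dose-response confirmation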;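 also: death triggered by thapsigargin at about 15 µM added after 2 h compound pretreatment; cell ATP read after overnight thapsigargin exposure of roughly 18 to 22 hours; normalized against plate controls of thapsigargin alone and 5% DMSO vehicle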
# PhoP inhibition – inhibitors of PhoP regulon expression, primary screen, Salmonella Typhimurium, GFP reporter (AID 1863) | S. Typhimurium PhoP-regulated promoter GFP reporter, 4 h; higher % means a stronger effect | one-dose inhibition, % at 50 µM; IC50 in µM for titrated hits | hit rate 0.16% among 300,000;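 active = inhibition over 29.93%, a cutoff 3 SD above the screen mean, later confirmed by dose response; inconclusive = inhibition over 29.93% but no dose response follow-up; inactive = inhibition at most 29.93% or unconfirmed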;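 also: 0% = low Mg2+ inducing control and 100% = high Mg2+ repressing control; strong numbers were not always called active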
# P. falciparum M17LAP – P. falciparum M17LAP inhibitors, primary screen, biochemical, fluorogenic H-Leu-NHMec substrate, 1536-well (AID 1619) | recombinant M17LAP, H-Leu-NHMec fluorogenic kinetic assay; higher % means a stronger effect | inhibition, % at 30 µM; hits with a dose series show IC50 in µM | hit rate 0.38% among 220,000;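 active = compound inhibiting the enzyme by more than half at any dose during confirmatory dose-response retesting; inconclusive = strong single-dose inhibitors picked by rank but not retested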;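 also: plate controls were full reaction with DMSO carrier for no effect and no enzyme background for full effect; strong numbers were not always called active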
# Siah-1 displacement – Siah-1 peptide-binding antagonists, primary screen, biochemical, fluorescence polarization, rhodamine-plectin, uHTS (AID 1817) | Siah-1 / rhodamine-plectin peptide fluorescence polarization; higher % means a stronger effect | one-dose displacement, % at 20 µM; IC50 in µM for titrated hits | hit rate 0.02% among 290,000;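 active = displacement of at least 50% at 20 µM, with a fluorescence ratio check between 0.3 and a set limit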;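 also: plate controls were Siah plus tracer with DMSO for no effect and tracer alone without Siah for full effect; strong numbers were not always called active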
# PMI inhibition – MPI inhibition at elevated mannose 6-phosphate – biochemical, fluorescence intensity, high mannose 6-phosphate, primary screen (AID 1220). hit rate 0.66% among 190,000. one-dose inhibition, % at 20 µM; IC50 in µM for titrated hits. recombinant PMI enzyme, coupled fluorescence intensity; higher % means a stronger effect; in the data active = inhibition above about 50%
# Numbers without * were called inactive; i = inactive; ? = inconclusive; . = not tested or not shown; & = joins results of further samples.
SMILES,XIAP displacement,West Nile antiviral,M1AAP inhibition,Yfh1-off respiration,CSM14.1 death rescue,PhoP inhibition,P. falciparum M17LAP,Siah-1 displacement,PMI inhibition
CCOC(=O)c1c(NC(=O)CSc2n[nH]c(CNc3ccccc3)n2)sc(C)c1C,-11%,-0.2%,4%,i,0.6%,-4%,1%,-1%,-3%
COCc1c(C#N)c(NCc2cc(OC)c(OC)c(OC)c2)nc(C)c1[N+](=O)[O-],.,-0.6%,5%,i,.,-12%,0%,4%,.
Cc1cc(NC(=O)CO/N=C/c2ccc3c(c2)OCO3)ccc1Br,0.0%,-0.4%,9%,i,0.3%,-2%,-1%,11%,4%
CC(C)C[C@@H]1NC(=O)[C@H](Cc2ccc(O)cc2)NC(=O)c2cc([N+](=O)[O-])cc(I)c2NCCC[C@@H](C(N)=O)NC1=O,-5.2%,-0.3%,4%,i,-1.6%,1%,17%,6%,-8%
O=C1CC2C(=O)NCCN2C(=NC(=O)c2ccccc2)N1 (stereo unspecified),-5.4%,0.5%,-3%,i,-0.3%,2%,18%,-2%,6%
CC(CO)(CO)NCc1ccc(-c2ccccc2)cc1,-3.2%,-0.3%,-6%,i,0.2%,40%,1%,-2%,-14%
Cc1noc(C)c1S(=O)(=O)Nc1ccc(C(=O)O)cc1,-2.6%,0.5%,4%,i,0.1%,-2%,-2%,0%,2%
CCOc1cc(C(=O)N2CCN(c3ccc(C(C)=O)cc3)CC2)cc(OCC)c1OCC,2.1%,-1.6%,5%,i,-4.4%,3%,-1%,0%,7%
COc1ccc(NC(=O)C2CCN(C(=O)c3cccs3)CC2)cc1OC,-7.3%,0.1%,2%,i,0.6%,3%,21%,1%,2%
Cc1cc(NC(=O)COc2ccc3oc4ccccc4c3c2)no1,-5.4%,-0.4%,5%,i,0.7%,-14%,5%,6%,-5%
O=C1c2ccccc2NC(c2ccc(O)cc2)N1Cc1ccco1 (stereo unspecified),-3.2%,0.1%,16%,i,-2.3%,-8%,-31%,1%,-3%
Cc1ccccc1NC(=O)c1cc(N)ccc1N1CCCCC1,-4.8%,0.0%,7%,i,0.6%,-4%,-9%,1%,13%
COc1ccc(NS(=O)(=O)c2ccc(NC(=S)NC(=O)c3cccnc3)cc2)nn1,-9.1%,0.2%,7%,i,-0.4%,11%,12%,6%,-11%
CSC1=NCCN1C(=O)c1c(-c2c(F)cccc2Cl)noc1C,.,-0.4%,-6%,i,.,-10%,-1%,-2%,.
CCCC(=O)Nc1nc2ccc(OC)cc2s1,-5.6%,0.4%,-5%,i,-2.4%,-1%,6%,-2%,7%

# Single records, from the list above. Values in the order: XIAP displacement | West Nile antiviral | M1AAP inhibition | Yfh1-off respiration | CSM14.1 death rescue | PhoP inhibition | P. falciparum M17LAP | Siah-1 displacement | PMI inhibition
# CSC1=NCCN1C(=O)c1c(-c2c(F)cccc2Cl)noc1C in the list: . | -0.4% | -6% | i | . | -10% | -1% | -2% | .
# CC(C)C[C@@H]1NC(=O)[C@H](Cc2ccc(O)cc2)NC(=O)c2cc([N+](=O)[O-])cc(I)c2NCCC[C@@H](C(N)=O)NC1=O in the list: -5.2% | -0.3% | 4% | i | -1.6% | 1% | 17% | 6% | -8%
# COCc1c(C#N)c(NCc2cc(OC)c(OC)c(OC)c2)nc(C)c1[N+](=O)[O-] in the list: . | -0.6% | 5% | i | . | -12% | 0% | 4% | .
# O=C1c2ccccc2NC(c2ccc(O)cc2)N1Cc1ccco1 (stereo unspecified) in the list: -3.2% | 0.1% | 16% | i | -2.3% | -8% | -31% | 1% | -3%
# CCOc1cc(C(=O)N2CCN(c3ccc(C(C)=O)cc3)CC2)cc(OCC)c1OCC in the list: 2.1% | -1.6% | 5% | i | -4.4% | 3% | -1% | 0% | 7%

# The results go on.
SMILES,XIAP displacement,West Nile antiviral,M1AAP inhibition,Yfh1-off respiration,CSM14.1 death rescue,PhoP inhibition,P. falciparum M17LAP,Siah-1 displacement,PMI inhibition
Cn1c(C2=C(O)CN(Cc3ccccc3)C2=N)nc2ccccc21,.,-0.2%,0%,i,.,-1%,-3%,16%,.
Cc1ccc(NC(=O)Nc2nnc(-c3ccccc3)o2)cc1,3.5%,-0.3%,2%,i,-2.1%,5%,7%,-8%,10%
O=C(/C=C/c1ccc(Cl)cc1Cl)c1cccnc1,-2.2%,-0.4%,1%,i,-2.6%,-4%,18%,0%,-11%
CC1CN(c2ccc(Oc3ccccc3)cc2)c2nc3c(c(=O)n(CC(N)=O)c(=O)n3C)n2C1 (stereo unspecified),.,0.4%,7%,i,.,-3%,-6%,5%,.
Cc1ccc2c(c1)cc(CN(Cc1ccc3c(c1)OCO3)S(=O)(=O)c1ccccc1)c1nnnn12,-4.5%,-0.1%,1%,i,0.8%,4%,3%,4%,15%
CCOC(=O)C1(CC2CCCCO2)CCN(S(=O)(=O)c2cccc(F)c2)CC1 (stereo unspecified),-5.6%,-1.6%,-1%,i,-0.9%,4%,6%,0%,8%
CCOC(=O)N/C(N)=N/c1nc2ccccc2s1,-2.4%,-0.7%,9%,i,-1.8%,2%,-3%,2%,-4%
CCOc1ncccc1C(=O)OCC(=O)c1ccc(F)cc1,-7.0%,-0.2%,5%,i,-0.3%,-8%,-6%,5%,0%
O=C(c1ccc2c(c1)OCCO2)C1CCN(S(=O)(=O)c2cccc(F)c2)CC1,-2.0%,-0.8%,-12%,i,0.6%,4%,-17%,-5%,1%
CCOC(=O)N1CCN(C(=O)CCCn2c(=O)[nH]c3ccccc3c2=O)CC1,-4.1%,-0.3%,8%,i,0.3%,-8%,-8%,2%,1%
COc1ccc(NC(=O)c2ccc(NC(=O)CN(C)CC(=O)Nc3c(C)cccc3C)cc2)cc1,.,-0.9%,-5%,i,.,-8%,-2%,-1%,.
CCCC(=O)Nc1ccccc1NC(=O)CN(C)S(=O)(=O)c1ccccc1,-0.1%,0.1%,-2%,i,.,1%,-1%,2%,0%
CCNCc1cc(Br)c(OCC(=O)Nc2ccccc2)c(OC)c1,-3.6%,2.0%,-3%,i,-4.7%,3%,-6%,2%,-4%
COC(=O)CC1C(=O)NC2CCCCC2N1C(=O)c1ccccc1 (stereo unspecified),-6.3%,1.0%,-8%,i,0.7%,-7%,-5%,-2%,3%
CCn1c(=O)cc(SCC(=O)NCc2ccc(C)o2)c2ccccc21,-4.2%,0.1%,-1%,i,-1.8%,5%,6%,1%,-4%
C#CCN(C)Cc1ccccc1,-6.4%,0.1%,-8%,i,-3.0%,2%&-6%,2%,-5%,-10%
CCOC(=O)C1=C(C)N(c2ccc(Cl)cc2)C(=O)NC1c1cccc([N+](=O)[O-])c1 (stereo unspecified),-7.2%,-1.1%,3%,i,-0.5%,-5%,2%,2%,20%
N#CCCN(Cc1cccnc1)C(=O)c1ccc(S(=O)(=O)N2CCOCC2)cc1,-0.2%,-0.1%,2%,i,-1.1%,1%,3%,2%,9%
CC(C)C(C)(C#N)NC(=O)CSc1nc2scc(-c3ccco3)c2c(=O)n1-c1ccccc1 (stereo unspecified),-24%,0.0%,24%*,i,0.3%,-10%,27%,9%,2%
CCCOC(=O)Nc1ccc(N2CCCCC2)cc1,-9.5%,0.2%,8%,i,-1.3%,1%,27%,2%,-4%
CC(=O)NNC(=S)NC(=O)c1ccccc1,-5.4%,0.2%,0%,i,0.1%,-3%,?,1%,-11%
CC(C)N1C(=O)CCC1C(=O)N1CCN(c2ccc(F)cc2)CC1 (stereo unspecified),.,0.5%,11%,i,.,-3%,8%,-1%,.
CCOC(=O)N1CCN(C(=O)CN(c2cc(C(F)(F)F)ccc2Cl)S(C)(=O)=O)CC1,-3.0%,-0.9%,-3%,i,-1.3%,10%,-1%,1%,10%
CCOC(=O)c1ccc(S(=O)(=O)NCC(C)(C)N2CCOCC2)cc1,-0.5%,0.2%,1%,i,-1.0%,-6%,-9%,3%,-23%
COc1ccccc1CNC(=O)COC(=O)c1cccnc1SCC(=O)NCc1ccccc1OC,-8.3%,0.9%,11%,i,-9.6%,-7%,-2%,-2%,8%
Nc1nnc(-c2ccc(Cl)cc2Cl)s1,-3.3%,-0.7%,.,i,-1.2%,.,.,3%,-3%
CC(NC(=O)CCOc1ccccc1)c1ccccc1 (stereo unspecified),-6.2%,0.2%,12%,i,-2.3%,-13%,15%,5%,4%
COc1ccc([N+](=O)[O-])cc1NC(=O)CCNC(=O)Cn1ccc2ccccc2c1=O,-3.5%,0.3%,6%,i,.,5%,-3%,-3%,-2%
COc1ccc2cc(-c3cc(C(=O)O)c4ccccc4n3)ccc2c1,-2.0%,-0.6%,0%,i,-11%,-7%,-10%,-3%,17%
COc1ccc(N2CCN(C(=S)NCc3ccccc3)CC2)cc1,-0.7%,-0.9%,0%,i,0.7%,-1%,1%,-1%,4%

# Only Siah-1 displacement, for four of the compounds above:
structure | Siah-1 displacement
CC(C)C(C)(C#N)NC(=O)CSc1nc2scc(-c3ccco3)c2c(=O)n1-c1ccccc1 (stereo unspecified) | 9%
CCCOC(=O)Nc1ccc(N2CCCCC2)cc1 | 2%
CC(=O)NNC(=S)NC(=O)c1ccccc1 | 1%
CC(C)N1C(=O)CCC1C(=O)N1CCN(c2ccc(F)cc2)CC1 (stereo unspecified) | -1%

# Going on with the list.
SMILES,XIAP displacement,West Nile antiviral,M1AAP inhibition,Yfh1-off respiration,CSM14.1 death rescue,PhoP inhibition,P. falciparum M17LAP,Siah-1 displacement,PMI inhibition
CCC(Oc1ccc2ccccc2c1)C(=O)O (stereo unspecified),-8.1%,0.4%,15%,i,-2.3%,19%,-4%,3%,4%
O=S(=O)(c1cnc[nH]1)N1CCc2ccccc21,-98%,0.2%,7%,i,0.9%,-9%,7%,1%,16%
Cc1nn(-c2ccccc2)c2nc(-c3ccco3)cc(C(=O)O)c12,-2.4%,0.0%,23%,i,-0.2%,2%,21%,2%,-5%
COc1ccc(Cn2c(O)c(C=Nc3ccccc3C(=O)O)c3ccccc3c2=O)cc1,.,1.0%,25µM*,i,.,-13%,9%,-6%,.
